West Nile virus CPE = inhibition of WNV-induced cytopathic effect – cell-based, CPE readout (AID 1621); CPE inhibition, % at 10 µM, or IC50 in µM where a hit was titrated; West Nile virus-infected cells, CPE inhibition; higher % means a stronger effect; 0.02% of 290,000 active; in the data active = a potency from the dose series; note: strong numbers were not always called active
PhoP inhibition = inhibitors of PhoP regulon expression, primary screen, Salmonella Typhimurium, GFP reporter (AID 1863); inhibition, % at 50 µM; hits with a dose series show IC50 in µM; S. Typhimurium PhoP-regulated promoter GFP reporter, 4 h; higher % means a stronger effect; 0.16% of 300,000 active;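 active = inhibition over 29.93%, a cutoff 3 SD above the screen mean, later confirmed by dose response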;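 note: 0% = low Mg2+ inducing control and 100% = high Mg2+ repressing control; strong numbers were not always called active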
T cell modulator = T cell immune modulators affecting CD8 T cell-vesicle binding | calls only at 7 µM | 0.068% of 330,000 active | 2C CD8+ T cell-vesicle binding, flow cytometry; stronger effect = lower value;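 active = response, share of CD8 T cells binding vesicles, and their 90th percentile fluorescence all below set limits, cut at about 80% in these data, passing the limit was not always enough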
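Assay system – 2C mouse CD8+ T cells · Also added – QL9-loaded Drosophila micro-vesicles · Timing – Cell–vesicle co-incubation 1.5 h at 37 °C, staining 20 min on ice · Signal – flow cytometry of vesicle-bound cells · Measure – percent CD8+ FL2 mean versus row control · Controls – Peptide-free naked vesicles (low) and QL9 vesicles with 0.7% DMSO vehicle (high)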
SV40 large T antigen = SV40 large T antigen inhibitors, biochemical (AID 1903) | inhibition, % at 20 µM; hits with a dose series show IC50 in µM | SV40 large T antigen ATPase/helicase inhibition assay; higher % means a stronger effect | 0.39% of 310,000 active; in the data active = a potency from the dose series; note: strong numbers were not always called active
bCat nuc transl = alters nuclear translocation of beta-catenin in HeLa cells; 0.3% of 190,000 active; nuclear translocation activity, % at 5 µM; immunofluorescence imaging;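 active = nuclear translocation activity above 50% at 5 µM, with a well cell count of 50 or more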;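 note: per-cell ratio of nuclear to cytoplasmic median beta-catenin stain intensity; plate controls were DMSO negative control for no effect and GSK-3 inhibitor IX positive control for full effect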
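Test system: human HeLa cells, native beta-catenin. Compound dosing: 5 µM primary single dose, 0.1% DMSO, 0.02–20 µM confirmation series. Incubation: compound exposure 24 h at 37°C. Detection: beta-catenin immunostaining with DAPI counterstain, 20x imaging, 6 fields/well. Read-out basis: Nuclear/cytoplasmic beta-catenin signal ratio, % activation.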
MgcRacGAP inhibition = MgcRacGAP GTPase-activating activity inhibitors, confirmation, biochemical, ADP Hunter fluorescence; MgcRacGAP-stimulated Rac1 GTP hydrolysis, ADP Hunter fluorescence; higher % means a stronger effect; GST-tagged Rac1 F28L mutant substrate; one-dose inhibition, % at 30 µM; IC50 in µM for titrated hits; 0.6% of 340,000 active;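 active = first-screen hits whose inhibition reached a set limit at any dose in the follow-up dose series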;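 note: fluorescence reports GDP produced by GAP-driven GTP hydrolysis; strong numbers were not always called active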
Myeloid diff MLP = promotes myeloid progenitor differentiation; ER-HoxA9 myeloid progenitors, lysozyme-GFP differentiation, flow cytometry; calls only at 10 µM; 1% of 360,000 active; AID 624256;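 active = normalized GFP-positive differentiation at or above the plate's own cutoff, the solvent-only control mean plus 3 SD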;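 note: cells exposed to compound for four days before flow analysis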
RSV antiviral HEp-2 = RSV antiviral activity via CPE protection, HEp-2 cells, primary 10 µM value included (AID 2391). HEp-2 cells, RSV-induced CPE inhibition; higher % means a stronger effect. CPE inhibition, % at 10 µM; hits with a dose series show IC50 in µM. 0.13% of 310,000 active; in the data active = a potency from the dose series; note: strong numbers were not always called active
WT yeast gro inh = growth inhibition of WT yeast, mitochondrial fusion screen | mitochondrial fusion phenotypic screen, WT strain | inhibition, % at 10 µM | 2.1% of 190,000 active | AID 1362; in the data active = inhibition above about 58%; tested in S. cerevisiae
WT yeast gro inh mutant strain = also measured in WT yeast gro inh; calls as there; inhibition, %; mitochondrial fusion phenotypic screen, mutant strain inhibition
bCat nuc transl cell count 5 µM = recorded beside bCat nuc transl, whose call it bears; cell count; measured here: cell count, cytotoxicity flag
T cell modulator vesicle-bound % = further read-out of T cell modulator, marked with its call; double positive events, %; measured here: CD8+ vesicle-bound cell fraction;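 binding gate set so that unloaded-vesicle control wells show 10% double positive cells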
Myeloid diff MLP GFP+ MAC1+ % = also measured in Myeloid diff MLP; calls as there; GFP+ MAC1+ double positive, %; measured here: differentiation confirmed by MAC1 staining
The depositor's hits bear a star; & = joins results of further samples.

How did O=C(NCc1ccco1)c1ccc(CN2CCOCC2)cc1 do in these assays?
West Nile virus CPE: 0.3%; PhoP inhibition: -5%; T cell modulator: inactive; SV40 large T antigen: 9%; bCat nuc transl: -0.9; MgcRacGAP inhibition: 9%; Myeloid diff MLP: inactive; RSV antiviral HEp-2: 0.1%; WT yeast gro inh: 0; WT yeast gro inh mutant strain: -1; bCat nuc transl cell count 5 µM: 1124; T cell modulator vesicle-bound %: 44; Myeloid diff MLP GFP+ MAC1+ %: 0.6

Results for CSCCC(=O)N1CCC(n2nccc2NC(=O)CCc2ccccc2)CC1 ?
West Nile virus CPE: -0.4%; PhoP inhibition: 2%; T cell modulator: inactive; SV40 large T antigen: -6%; MgcRacGAP inhibition: 8%; Myeloid diff MLP: inactive; RSV antiviral HEp-2: -0.5%; T cell modulator vesicle-bound %: 10; Myeloid diff MLP GFP+ MAC1+ %: 0.6

What do the screens show for `CC(=O)c1ccc(OCC(C)Oc2ccc(C#N)cc2)cc1` (stereo unspecified)?
West Nile virus CPE: -0.6%; PhoP inhibition: -12%; T cell modulator: inactive; SV40 large T antigen: 6%; bCat nuc transl: -1.2; MgcRacGAP inhibition: 8%; Myeloid diff MLP: inactive; RSV antiviral HEp-2: 10%; bCat nuc transl cell count 5 µM: 1309; T cell modulator vesicle-bound %: 27; Myeloid diff MLP GFP+ MAC1+ %: 0.1

What do the screens show for `Cc1ccccc1NC(=O)CC1S/C(=N/c2nccs2)N(C)C1=O` (stereo unspecified)?
West Nile virus CPE: -0.2%; PhoP inhibition: -7%; T cell modulator: inactive; SV40 large T antigen: 6%; MgcRacGAP inhibition: 3%; Myeloid diff MLP: inactive; RSV antiviral HEp-2: 0.9%; WT yeast gro inh: -4; WT yeast gro inh mutant strain: 0; T cell modulator vesicle-bound %: 38; Myeloid diff MLP GFP+ MAC1+ %: 0.6

What do the screens show for `Cc1noc(C)c1C(=O)N1CCC(Cc2ccccc2)CC1`?
West Nile virus CPE: 0.0%; PhoP inhibition: 5%; T cell modulator: inactive; SV40 large T antigen: 8%; bCat nuc transl: -1.3; MgcRacGAP inhibition: 0%; Myeloid diff MLP: inactive; RSV antiviral HEp-2: 0.5%; WT yeast gro inh: 1; WT yeast gro inh mutant strain: 4; bCat nuc transl cell count 5 µM: 1182; T cell modulator vesicle-bound %: 39; Myeloid diff MLP GFP+ MAC1+ %: 6.6

What do the screens show for `CC(C)(C)NC(=O)CSc1nnc(-c2ccccc2)c(-c2ccccc2)n1`?
West Nile virus CPE: -1.6%; PhoP inhibition: 6%; T cell modulator: inactive; SV40 large T antigen: 13%; Myeloid diff MLP: inactive; RSV antiviral HEp-2: 9.2%; T cell modulator vesicle-bound %: 38; Myeloid diff MLP GFP+ MAC1+ %: 0.6

How did Cc1cc(C)nc(N2CCC(C(=O)NCc3ccccc3)CC2)n1 do in these assays?
West Nile virus CPE: -0.5%; PhoP inhibition: -1%; T cell modulator: inactive; SV40 large T antigen: 6%; bCat nuc transl: -0.5; MgcRacGAP inhibition: 7%; Myeloid diff MLP: inactive; RSV antiviral HEp-2: 0.8%; WT yeast gro inh: 6; WT yeast gro inh mutant strain: -1; bCat nuc transl cell count 5 µM: 1024; T cell modulator vesicle-bound %: 22; Myeloid diff MLP GFP+ MAC1+ %: 0.4

What do the screens show for `O=C(O)CCC(=O)NCCn1c(-c2ccccc2)csc1=Nc1ccccc1`?
West Nile virus CPE: -0.5%; PhoP inhibition: 9%; T cell modulator: inactive; SV40 large T antigen: 9%; bCat nuc transl: -2.6; MgcRacGAP inhibition: -2%&10%; Myeloid diff MLP: inactive; RSV antiviral HEp-2: -0.3%; WT yeast gro inh: -16; WT yeast gro inh mutant strain: -10; bCat nuc transl cell count 5 µM: 965; T cell modulator vesicle-bound %: 34; Myeloid diff MLP GFP+ MAC1+ %: 0.6&6.2

How did COc1ccc(NC(=O)Nc2ccc3nc(C)c(C)nc3c2)cc1 do in these assays?
West Nile virus CPE: 0.1%; PhoP inhibition: -3%; T cell modulator: inactive; SV40 large T antigen: 13%; MgcRacGAP inhibition: -2%; Myeloid diff MLP: inactive; RSV antiviral HEp-2: 6.0%; WT yeast gro inh: -5; WT yeast gro inh mutant strain: -3; T cell modulator vesicle-bound %: 37; Myeloid diff MLP GFP+ MAC1+ %: 0.5

How did CCn1nnc2cc(C(=O)Nc3cc(S(C)(=O)=O)ccc3Cl)ccc21 do in these assays?
West Nile virus CPE: -0.3%; PhoP inhibition: 2%; T cell modulator: inactive; SV40 large T antigen: 10%; MgcRacGAP inhibition: 8%; Myeloid diff MLP: inactive; RSV antiviral HEp-2: 2.1%; T cell modulator vesicle-bound %: 28; Myeloid diff MLP GFP+ MAC1+ %: 0.4

How did O=S(=O)(c1ccc(-c2csc(Nc3ccc(Br)cc3)n2)cc1)N1CCCC1 do in these assays?
West Nile virus CPE: -1.3%; PhoP inhibition: -8%; T cell modulator: inactive; SV40 large T antigen: 4%; bCat nuc transl: -0.2; MgcRacGAP inhibition: 2%; Myeloid diff MLP: inactive; RSV antiviral HEp-2: 9.3%; WT yeast gro inh: 11; WT yeast gro inh mutant strain: -6; bCat nuc transl cell count 5 µM: 874; T cell modulator vesicle-bound %: 36; Myeloid diff MLP GFP+ MAC1+ %: 0.3

What do the screens show for `COc1ccc(CCNC(=O)C2CCCN(c3ncccn3)C2)cc1` (stereo unspecified)?
West Nile virus CPE: -0.8%; PhoP inhibition: 3%; T cell modulator: inactive; SV40 large T antigen: 8%; bCat nuc transl: -1.0; MgcRacGAP inhibition: 7%; Myeloid diff MLP: inactive; RSV antiviral HEp-2: 0.2%; WT yeast gro inh: -2; WT yeast gro inh mutant strain: -1; bCat nuc transl cell count 5 µM: 1063; T cell modulator vesicle-bound %: 45; Myeloid diff MLP GFP+ MAC1+ %: 0.9

Two compounds drawn at random from the list so far:
How did O=S(=O)(c1ccc(-c2csc(Nc3ccc(Br)cc3)n2)cc1)N1CCCC1 do in these assays?
West Nile virus CPE: -1.3%; PhoP inhibition: -8%; T cell modulator: inactive; SV40 large T antigen: 4%; bCat nuc transl: -0.2; MgcRacGAP inhibition: 2%; Myeloid diff MLP: inactive; RSV antiviral HEp-2: 9.3%; WT yeast gro inh: 11; WT yeast gro inh mutant strain: -6; bCat nuc transl cell count 5 µM: 874; T cell modulator vesicle-bound %: 36; Myeloid diff MLP GFP+ MAC1+ %: 0.3

Results for CSCCC(=O)N1CCC(n2nccc2NC(=O)CCc2ccccc2)CC1 ?
West Nile virus CPE: -0.4%; PhoP inhibition: 2%; T cell modulator: inactive; SV40 large T antigen: -6%; MgcRacGAP inhibition: 8%; Myeloid diff MLP: inactive; RSV antiviral HEp-2: -0.5%; T cell modulator vesicle-bound %: 10; Myeloid diff MLP GFP+ MAC1+ %: 0.6

Further records.
What do the screens show for `CCCOc1ccc(C(=O)CCC(=O)NNC(=O)c2ccncc2)cc1`?
West Nile virus CPE: 0.1%; PhoP inhibition: 6%; T cell modulator: inactive; SV40 large T antigen: 26%; MgcRacGAP inhibition: 7%; Myeloid diff MLP: inactive; RSV antiviral HEp-2: -1.5%; T cell modulator vesicle-bound %: 7; Myeloid diff MLP GFP+ MAC1+ %: 3.2

How did COc1ccc(CCNC(=O)C2CCN(C(=O)NC3CCCCC3)CC2)cc1 do in these assays?
West Nile virus CPE: -0.7%; PhoP inhibition: 5%; T cell modulator: inactive; SV40 large T antigen: 18%; bCat nuc transl: 2.6; MgcRacGAP inhibition: 3%; Myeloid diff MLP: inactive; RSV antiviral HEp-2: 1.5%; WT yeast gro inh: 14; WT yeast gro inh mutant strain: 8; bCat nuc transl cell count 5 µM: 475; T cell modulator vesicle-bound %: 54; Myeloid diff MLP GFP+ MAC1+ %: 0.0

What do the screens show for `O=C(CSc1n[nH]c(-c2cccs2)n1)NCCc1ccccc1`?
PhoP inhibition: 8%; T cell modulator: inactive; SV40 large T antigen: 7%; MgcRacGAP inhibition: 5%; Myeloid diff MLP: inactive; RSV antiviral HEp-2: 1.8%; T cell modulator vesicle-bound %: 17; Myeloid diff MLP GFP+ MAC1+ %: 0.5

What do the screens show for `Cc1cccc(C)c1NC(=O)CN(c1ccccn1)S(=O)(=O)c1ccc(F)cc1`?
PhoP inhibition: 1%; T cell modulator: inactive; SV40 large T antigen: 1%; bCat nuc transl: -3.4; MgcRacGAP inhibition: 13%; Myeloid diff MLP: inactive; RSV antiviral HEp-2: 1.4%; WT yeast gro inh: 4; WT yeast gro inh mutant strain: -4; bCat nuc transl cell count 5 µM: 1078; T cell modulator vesicle-bound %: 58; Myeloid diff MLP GFP+ MAC1+ %: 0.1

What do the screens show for `COc1ccccc1C1(CCNS(=O)(=O)c2ccc(C)cc2)CCOC(C(C)C)C1` (stereo unspecified)?
West Nile virus CPE: 2.4%; PhoP inhibition: -1%; T cell modulator: inactive; SV40 large T antigen: 8%; bCat nuc transl: -0.2; MgcRacGAP inhibition: -1%; Myeloid diff MLP: active; RSV antiviral HEp-2: 6.6%; WT yeast gro inh: 59*; WT yeast gro inh mutant strain: 4.4*; bCat nuc transl cell count 5 µM: 994; T cell modulator vesicle-bound %: 49; Myeloid diff MLP GFP+ MAC1+ %: 2.5*

How did Cc1cccc(CSC(Nc2ccc(F)cc2)=C(C#N)C#N)c1 do in these assays?
West Nile virus CPE: 2.9%; PhoP inhibition: 9%; T cell modulator: inactive; SV40 large T antigen: 15%; bCat nuc transl: -3.8; MgcRacGAP inhibition: 11%; Myeloid diff MLP: inactive; RSV antiviral HEp-2: 15%; WT yeast gro inh: 80*; WT yeast gro inh mutant strain: 55*; bCat nuc transl cell count 5 µM: 540; T cell modulator vesicle-bound %: 38; Myeloid diff MLP GFP+ MAC1+ %: 0.4

What do the screens show for `C#CCOCCOCCOCCNc1nc(N2CCN(C(=O)CCCCCCCCCCNC(=O)[C@H]([C@@H](C)CC)n3cc(CCCCCN)nn3)CC2)nc(N2CCN(C(=O)CCCCCCCCCCNC(=O)[C@H](CCCCN)n3cc(CCCC(=O)O)nn3)CC2)n1`?
PhoP inhibition: 2%; T cell modulator: inactive; SV40 large T antigen: 18%; MgcRacGAP inhibition: 29%; Myeloid diff MLP: inactive; RSV antiviral HEp-2: 4.6%; T cell modulator vesicle-bound %: 50; Myeloid diff MLP GFP+ MAC1+ %: 2.6

What do the screens show for `Cn1c(=O)c2cc(S(=O)(=O)NC(C(=O)N3CCCCCC3)c3ccccc3)ccc2n(C)c1=O` (stereo unspecified)?
West Nile virus CPE: 0.2%; PhoP inhibition: 13%; T cell modulator: inactive; SV40 large T antigen: 9%; MgcRacGAP inhibition: 1%; Myeloid diff MLP: inactive; RSV antiviral HEp-2: 0.9%; WT yeast gro inh: 8; WT yeast gro inh mutant strain: -4; T cell modulator vesicle-bound %: 40; Myeloid diff MLP GFP+ MAC1+ %: 4.8

Compound activity from PubChem BioAssay.
